# DDE Tn6 FP inh: inhibitors of Tn6 peptide binding to fibrin DD(E), primary screen, biochemical, fluorescence polarization, human fibrin, Tn6 probe | 0.21% of 370,000 active | Fibrin DD(E) TRITC-Tn6 fluorescence polarization displacement | Fibrinogen beta chain (Homo sapiens), P02675 | AID 720509, 2013 | inhibition, % at 8.3 µM;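 active = inhibition above a per-campaign cutoff: mean of compounds within control limits plus 3 SD, cut at about 15% in these data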;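 note: 0% = median of all compound wells on the plate and 100% = blocking peptide control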
# TDP2 absorb: human TDP2 enzyme inhibitors, primary screen, biochemical, epi absorbance, recombinant enzyme; T5PNP hydrolysis, p-nitrophenol absorbance 415 nm; Tyrosyl-DNA phosphodiesterase 2 (Homo sapiens), O95551; AID 720702, 2013; 0.34% of 370,000 active; inhibition, % at 12.8 µM;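 active = inhibition above the mean of all tested compounds plus 3 SD, set per campaign, cut at about 25% in these data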;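 note: 0% = DMSO with enzyme and 100% = buffer with substrate but no TDP2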
#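 Assay system: Recombinant human TDP2 | Quantity: 120 nM TDP2 per well | Incubation: 2 h at 37 °C | Signal: Epi absorbance | Evaluation: Percent inhibition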
# DDE Tn7 FP inh: inhibitors of Tn7 peptide binding to fibrin DD(E), primary screen, biochemical, fluorescence polarization, human fibrin, Tn7 probe; Fibrinogen beta chain (Homo sapiens), P02675; FP displacement of FITC-Tn7 peptide from fibrin DD(E); 0% = median of compound wells per plate; 0.13% of 370,000 active; inhibition, % at 8.3 µM; AID 720508, 2013;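 active = inhibition above the mean of compounds falling within the control limits plus 3 SD of them, cut at about 14% in these data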;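 note: 0% = plate median of compound wells and 100% = 10 µM Aha-Tn7 peptide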
#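 Measure: % inhibition scaled between sample-field median and high-control FP; Test system: human fibrin DD(E); Quantity: 2 µM final DD(E) protein; Doses: one dose, 8.3 µM nominal; Schedule: compound with protein 10 min, then 3 h after probe, room temperature; Detection: fluorescence polarization; Medium: Tris buffer with calcium and detergent, pH 7.8.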
# ADAM17 inh: ADAM17 inhibitors, primary screen, biochemical, QFRET; recombinant ADAM17, EDANS/DABCYL FRET peptide cleavage; inhibition, % at 6.95 µM; 0.83% of 370,000 active; AID 720648, 2013;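 active = inhibition above the mean of compounds lying between control limits plus 3 SD, set per campaign, cut at about 8.5% in these data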;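 note: 0% = DMSO-only wells as the low control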
# Target sequence (P78536 215-824 limits assumed): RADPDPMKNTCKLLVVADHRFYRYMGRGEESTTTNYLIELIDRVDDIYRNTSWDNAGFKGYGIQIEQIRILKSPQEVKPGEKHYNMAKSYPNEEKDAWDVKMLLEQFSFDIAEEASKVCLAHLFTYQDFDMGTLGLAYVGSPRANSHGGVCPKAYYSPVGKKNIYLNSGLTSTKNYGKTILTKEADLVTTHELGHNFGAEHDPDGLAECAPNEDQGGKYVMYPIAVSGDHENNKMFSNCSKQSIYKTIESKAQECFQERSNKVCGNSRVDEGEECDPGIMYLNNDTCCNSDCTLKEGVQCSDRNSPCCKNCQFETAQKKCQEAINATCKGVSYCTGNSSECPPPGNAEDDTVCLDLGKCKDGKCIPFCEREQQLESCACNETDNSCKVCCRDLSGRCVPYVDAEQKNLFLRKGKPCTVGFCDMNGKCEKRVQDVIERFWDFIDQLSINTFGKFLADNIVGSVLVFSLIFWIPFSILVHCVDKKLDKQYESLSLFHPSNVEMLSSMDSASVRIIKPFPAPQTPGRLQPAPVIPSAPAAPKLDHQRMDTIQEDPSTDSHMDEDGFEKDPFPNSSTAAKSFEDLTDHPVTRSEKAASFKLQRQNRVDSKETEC
# KLK7 zymogen act: proKLK7 zymogen activators, primary screen, biochemical, fluorescence intensity | activation, % at 7 µM | purified proKLK7, EDANS-DABCYL substrate fluorescence; 100% is mature enzyme control, 0% vehicle | AID 652039, 2013 | 0.9% of 370,000 active | Kallikrein-7 (Homo sapiens), P49862;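 active = activation above the mean of all tested compounds plus 3 SD, computed per campaign excluding outliers beyond control limits, cut at about 13% in these data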
# ARFGAP1 inh: inhibitors of rat ARFGAP1 GAP activity, primary screen, biochemical, fluorescence polarization, GDP tracer; ADP-ribosylation factor GTPase-activating protein 1 (Rattus norvegicus), Q62848; Arfgap1-stimulated ARF1 GTP hydrolysis, GDP FP detection; 0.26% of 360,000 active; inhibition, % at 16.5 µM;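 active = inhibition above a per-plate limit, mean inhibition of low control wells plus 3 SD, cut at about 25% in these data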;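 note: 0% = DMSO wells with enzyme and 100% = wells lacking Arfgap1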
#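 Material – truncated rat Arfgap1 GAP domain · Buffer or medium – HEPES-based buffer, pH 7.5 · Reagent – human ARF1(Δ1-17)-GTP substrate · Dosing – 16.5 µM single point, 1.26% DMSO · Schedule – GTP hydrolysis reaction 2 h at 25 °C · Technique – GDP detection by fluorescence polarization · Benchmarks – No-Arfgap1 wells (100%) versus DMSO full-reaction wells (0%) · Repeats – single replicate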
# LEDGF integ inh: blockers of LEDGF/p75-dependent integrase strand transfer – biochemical, TR-FRET, high throughput, primary screen; inhibition, % at 3.7 µM; TR-FRET IN-LEDGF/p75 DNA integration, Eu/Cy5; 0.64% of 370,000 active; HIV-1 integrase (with human LEDGF/p75); AID 743269, 2014;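 active = inhibition above the screen-wide mean plus 3 SD, cut at about 13% in these data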;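 note: signal is the Cy5 over europium emission ratio at 671 and 618 nm; 0% = plate median of compound wells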
# PLCg1 inh: PLC-gamma1 enzyme inhibitors, primary screen, biochemical, fluorescence, purified enzyme; 1-phosphatidylinositol 4,5-bisphosphate phosphodiesterase gamma-1 (Homo sapiens), P19174; inhibition, % at 12.2 µM; fluorogenic substrate; 0.84% of 370,000 active; in the data active = inhibition above about 9.5%
# ASAP1 inh: inhibitors of human ASAP1 ArfGAP activity, primary screen, biochemical, fluorescence polarization | ASAP1-stimulated ARF1 GTP hydrolysis, GDP FP detection | inhibition, % at 16.5 µM | 0.19% of 360,000 active | AID 624377, 2012; in the data active = inhibition above about 25%;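 note: 0% = vehicle with enzyme and substrate and 100% = no enzyme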
# Target sequence (Q9ULH1 325-724 limits assumed): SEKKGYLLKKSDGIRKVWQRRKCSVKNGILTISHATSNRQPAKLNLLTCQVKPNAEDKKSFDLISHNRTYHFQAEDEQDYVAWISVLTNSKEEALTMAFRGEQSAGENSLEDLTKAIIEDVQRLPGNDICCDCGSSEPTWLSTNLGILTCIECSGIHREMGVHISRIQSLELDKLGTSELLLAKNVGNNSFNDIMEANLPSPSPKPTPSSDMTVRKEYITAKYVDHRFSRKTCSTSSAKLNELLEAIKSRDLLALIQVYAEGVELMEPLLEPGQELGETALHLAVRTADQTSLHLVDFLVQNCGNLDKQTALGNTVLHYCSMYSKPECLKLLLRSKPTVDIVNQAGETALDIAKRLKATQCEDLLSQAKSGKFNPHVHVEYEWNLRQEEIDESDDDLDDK
# ADAM10 inh: human ADAM10 inhibitors, primary screen, biochemical, QFRET, HTS | recombinant ADAM10, EDANS/DABCYL FRET peptide cleavage, 3 h | inhibition, % at 7 µM | 0.62% of 370,000 active | AID 720582, 2013;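 active = inhibition above a per-campaign cutoff equal to the mean of compounds falling between control-based bounds plus 3 SD, cut at about 20% in these data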;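 note: 0% = DMSO wells while the 100% control is not disclosed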
# An asterisk follows results filed as active; i = inactive; / = no result given. Outcome played no part in choosing rows. About 4.2% of those tested had a hit in this group.
SMILES,DDE Tn6 FP inh,TDP2 absorb,DDE Tn7 FP inh,ADAM17 inh,KLK7 zymogen act,ARFGAP1 inh,LEDGF integ inh,PLCg1 inh,ASAP1 inh,ADAM10 inh
COc1cc(/C=C/C(=O)OCC(=O)N(CC(C)C)c2c(N)n(Cc3ccccc3)c(=O)[nH]c2=O)ccc1O,4,-11,1,-17,-0.3,-4,2,-64,9,-71
CCOC(=O)c1ccc(C(=O)OCC)c(NC(=S)Nc2ccc([N+](=O)[O-])cc2OC)c1,-3,1,7,-134,13*,-4,0,-146,8,-480
O=C(COC(=O)c1c(F)cccc1F)NCCNC(=O)COC(=O)c1c(F)cccc1F,-5,-1,-1,-3,0.8,-3,2,-4,5,0
CCCCCCN1C=CC(=C/C=C(\C#N)C(=O)OCC)C=C1,-1,-7,-80,6,-0.1,-4,-5,-22,1,4
CNC(=O)C1CC(=O)N(c2ccc(F)c(Cl)c2)C1 (centres undefined),-3,4,5,-1,-0.5,-6,-2,0,-4,5
O=C(Nc1ccccc1)C1=C[C@@H](C2CCCCC2)C[C@@H](OCCCCO)O1,-1,-3,-12,5,0.6,11,1,5,9,2
Cc1nn(C)c(C)c1C(=O)NN,-1,11,8,-4,-0.7,13,2,0,10,-5
O=C(NNC(=O)c1ccc(F)cc1)C(=O)N1CCCCC1,2,3,-1,-3,0.0,0,2,0,0,-7
O=C(CNc1ccc(F)cc1)N/N=C/c1c(O)ccc2ccccc12,-2,-5,-8,-1,-1.3,13,-4,-15,7,-5
CN(C)Cc1ccc(-c2nc3cccc4c3n2CCNC4=O)cc1,5,-3,0,-10,-0.1,7,-3,-6,4,-38
C=CCn1c(SCC(=O)N2CCc3ccccc3C2)nc2sc(CC)cc2c1=O,-5,-1,-4,0,0.4,3,2,-1,-9,-9
O=c1c2ccccc2sc2nc(CCl)nn12,6,-7,4,-4,-0.2,5,1,-2,2,-5
COC(=O)c1ccc(NC(=O)C2C3CCC(C3)C2C(=O)O)cc1 (centres undefined),1,-6,-1,0,-0.2,0,1,6,17,15
Cc1ccccc1Cc1c(C)nc2nc(SCC(=O)NCCCN3CCCC3)nn2c1C,-9,17,2,-1,0.2,-9,0,1,-11,-4
COc1ccccc1N1CC(C(=O)Nc2ccc(N3CCOCC3)cc2)CC1=O (centres undefined),1,-9,4,7,0.2,2,1,11*,-14,3
COCCn1c(SCC(=O)Nc2cccc(OC)c2)nnc1-c1ccc(Cl)cc1,1,-17,-9,4,-0.2,-1,8,2,-10,13
Cc1nn(-c2ccccc2)c2nc(-c3cccs3)cc(C(=O)NN)c12,-2,3,-6,-21,-23,17,6,-191,-2,-71
Cc1nn2cc(-c3ncc(C(F)(F)F)cc3Cl)cnc2c1Br,0,2,1,1,0.4,7,-3,0,10,-9
O=C(N[C@H]1CC[C@@H]2SC[C@@H](C(=O)O)N2C1=O)OCC1c2ccccc2-c2ccccc21,-3,-1,-9,3,-0.2,/,6,4,/,8
CCOC(=O)N1CCC(N2CCCC(CO)(Cc3cccc(Cl)c3)C2)CC1 (centres undefined),-2,4,3,-5,-0.4,3,-1,-1,-6,2

# Single entries from the entries so far:
# In ASAP1 inh, `Cc1ccccc1Cc1c(C)nc2nc(SCC(=O)NCCCN3CCCC3)nn2c1C` reads -11
# In TDP2 absorb, `O=C(N[C@H]1CC[C@@H]2SC[C@@H](C(=O)O)N2C1=O)OCC1c2ccccc2-c2ccccc21` reads -1

# Next section.
SMILES,DDE Tn6 FP inh,TDP2 absorb,DDE Tn7 FP inh,ADAM17 inh,KLK7 zymogen act,ARFGAP1 inh,LEDGF integ inh,PLCg1 inh,ASAP1 inh,ADAM10 inh
Cc1ccc(S(=O)(=O)CCC(=O)OC2CC(C)OC2=O)cc1 (centres undefined),-1,4,3,-10,-0.1,4,-4,3,4,-10
COc1ccc(CC(=O)OCC(=O)NC2CCCCC2)cc1,-3,4,0,-3,0.0,-2,-2,1,-12,-19
Cc1[nH]c2ccccc2c1/C=C(/C#N)C(=O)NC(C)C,-6,1,2,-4,-0.5,6,-2,-3,1,-2
Cc1nc2ccc(NC(=S)NC(C)C)cc2nc1C,-14,-14,-7,-268,5.2,7,4,i,-1,i
O=C(N/C(=C\c1ccco1)C(=O)N1CCCCC1)c1ccc([N+](=O)[O-])cc1,-7,10,-1,-1,0.7,1,1,-3,-7,-3
CC(C)c1ccc(NS(=O)(=O)c2ccc3c(c2)NC(=O)CO3)cc1,-5,-8,0,3,-0.3,-2,-2,1,-9,8
Cc1cccc(NC(=O)CCCN2C(=O)c3cccc4cccc(c34)C2=O)c1,-3,-1,-7,-3,-0.2,-8,0,4,5,-14
O=C(Nc1ccccc1F)c1ccc(Cn2cc(Br)cn2)cc1,-5,10,6,-3,0.0,6,-3,-1,6,7
Cc1ccc(C(C)C)c(OCC(=O)NS(=O)(=O)c2ccc(Cl)cc2)c1,5,-11,9,-3,-0.5,-22,3,-4,-5,-1
O=C(CCc1ccccc1)Nc1cc2c3c(c1)CC(=O)N3CCC2,5,10,4,-4,0.7,9,-2,-3,2,-10
CCN(CC)CCNC(=O)c1cn(CC)c2ccc(S(=O)(=O)N3CCOCC3)cc2c1=O,-5,3,-2,-2,0.0,2,-1,2,1,-12
O=C(NCCc1ccccc1)c1cccc2c(-c3ccc(F)c(F)c3)coc12,3,-4,-3,8,-0.1,3,-1,0,3,-3
COc1ccccc1NS(=O)(=O)c1ccc(N/N=C/c2ccccc2OCC(=O)O)c([N+](=O)[O-])c1,-2,-4,1,-2,0.3,8,-1,7,7,-3
COc1c([N+](=O)[O-])cc(C(=O)NNC(=O)c2ccc(C)cc2)cc1[N+](=O)[O-],3,17,11,-1,0.2,-3,-7,-1,15,1
COc1cccc(C(=O)NCCS(=O)(=O)N(C)Cc2ccccc2)c1,-3,1,-2,-5,0.0,5,-2,4,-2,2
COc1ccccc1OCCC(=O)OCC(=O)c1c(N)n(C)c(=O)n(C)c1=O,5,2,2,-5,-0.7,-4,-5,0,0,1
O=C1N=NC2=C1c1c3ccccc3c(O)n1CC2,-2,8,12,2,0.1,0,7,6,-6,1
CC1=C(C(=O)Nc2ccccc2)C(c2cccnc2)n2ncnc2N1 (centres undefined),-1,-2,5,1,0.3,13,-1,2,1,-1
CCOC(=O)C1CCCN(C/C(O)=C(\C#N)c2nc(-c3ccccc3)cs2)C1 (centres undefined),1,0,-2,0,0.1,-14,0,-11,-2,2
CCCNC(=O)C(Cc1ccc(Br)cc1)NC(=O)c1ccc(C#N)cc1 (centres undefined),1,-11,-3,1,-0.4,-6,1,4,8,-1
O=c1[nH]cc([N+](=O)[O-])cc1Br,3,8,-2,-1,0.6,6,-1,-1,-14,3

# 13 entries from above, reformatted.
smiles | DDE Tn6 FP inh | TDP2 absorb | DDE Tn7 FP inh | ADAM17 inh | KLK7 zymogen act | ARFGAP1 inh | LEDGF integ inh | PLCg1 inh | ASAP1 inh | ADAM10 inh
Cc1ccc(C(C)C)c(OCC(=O)NS(=O)(=O)c2ccc(Cl)cc2)c1 | 5 | -11 | 9 | -3 | -0.5 | -22 | 3 | -4 | -5 | -1
O=C(CCc1ccccc1)Nc1cc2c3c(c1)CC(=O)N3CCC2 | 5 | 10 | 4 | -4 | 0.7 | 9 | -2 | -3 | 2 | -10
CCN(CC)CCNC(=O)c1cn(CC)c2ccc(S(=O)(=O)N3CCOCC3)cc2c1=O | -5 | 3 | -2 | -2 | 0.0 | 2 | -1 | 2 | 1 | -12
O=C(NCCc1ccccc1)c1cccc2c(-c3ccc(F)c(F)c3)coc12 | 3 | -4 | -3 | 8 | -0.1 | 3 | -1 | 0 | 3 | -3
COc1ccccc1NS(=O)(=O)c1ccc(N/N=C/c2ccccc2OCC(=O)O)c([N+](=O)[O-])c1 | -2 | -4 | 1 | -2 | 0.3 | 8 | -1 | 7 | 7 | -3
COc1c([N+](=O)[O-])cc(C(=O)NNC(=O)c2ccc(C)cc2)cc1[N+](=O)[O-] | 3 | 17 | 11 | -1 | 0.2 | -3 | -7 | -1 | 15 | 1
COc1cccc(C(=O)NCCS(=O)(=O)N(C)Cc2ccccc2)c1 | -3 | 1 | -2 | -5 | 0.0 | 5 | -2 | 4 | -2 | 2
COc1ccccc1OCCC(=O)OCC(=O)c1c(N)n(C)c(=O)n(C)c1=O | 5 | 2 | 2 | -5 | -0.7 | -4 | -5 | 0 | 0 | 1
O=C1N=NC2=C1c1c3ccccc3c(O)n1CC2 | -2 | 8 | 12 | 2 | 0.1 | 0 | 7 | 6 | -6 | 1
CC1=C(C(=O)Nc2ccccc2)C(c2cccnc2)n2ncnc2N1 (centres undefined) | -1 | -2 | 5 | 1 | 0.3 | 13 | -1 | 2 | 1 | -1
CCOC(=O)C1CCCN(C/C(O)=C(\C#N)c2nc(-c3ccccc3)cs2)C1 (centres undefined) | 1 | 0 | -2 | 0 | 0.1 | -14 | 0 | -11 | -2 | 2
CCCNC(=O)C(Cc1ccc(Br)cc1)NC(=O)c1ccc(C#N)cc1 (centres undefined) | 1 | -11 | -3 | 1 | -0.4 | -6 | 1 | 4 | 8 | -1
O=c1[nH]cc([N+](=O)[O-])cc1Br | 3 | 8 | -2 | -1 | 0.6 | 6 | -1 | -1 | -14 | 3
